Screening data (PubChem)
Pol eta inh: qHTS for Inhibitors of Polymerase Eta | DNA polymerase eta (Homo sapiens), Q9Y253 | recombinant Pol eta, fluorescent DNA replication assay | Potency, µM (doses to about 114 µM), without a hit: at the top dose activity change, negative = inhibition, most hits filed as inhibitors | actives 1.2% (n = 390,000); further: potency means the concentration at half of the fitted maximal effect; on the % scale 0 is the no-effect control and ±100 the full control effect
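Fluorescent replication assay: 50 nM final substrate added after a 15 min room-temperature compound preincubation with 10 nM enzyme. Signal taken at 0 min and again at 10 min.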
G9a block: qHTS Assay for Inhibitors of Histone Lysine Methyltransferase G9a; Potency, µM (top dose mostly 102 µM), for inactives: at the highest dose activity, negative = inhibition, actives largely listed as inhibitors; actives 8.8% (n = 350,000); G9a H3K9 monomethylation, AlphaScreen, 2 h; further: potency means the concentration at half of the fitted maximal effect; on the % scale 0 is the no-effect control and ±100 the full control effect; nearly all actives have a fitted effect of over 75% in size
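AlphaScreen detection with an anti-monomethyl H3K9 antibody quantified product after a 2 h room-temperature reaction containing 500 nM biotinylated H3K9 peptide, 20 µM SAM and 20 nM enzyme, which had been preincubated 15 min with compound.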
PI4K2A block: qHTS for small molecular inhibitors of PI4K2A; activity change, negative = inhibition, % at 76.9 µM; actives 0.13% (n = 420,000); Phosphatidylinositol 4-kinase type 2-alpha (Homo sapiens), Q9BTU6; purified PI4K2A, ADP-Glo luminescence, 1 h; stronger effect = lower value; AID 1346378, 2018; in the data active means activity change below about -50%; inconclusive means mostly about -30% to -49%;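 further: -100% = wells without enzyme as full effect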
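Compounds are screened against recombinant PI4K2A using PI as substrate and ATP, the latter dispensed at 300 microM. Reactions run one hour at ambient temperature before ADP-Glo detection; full inhibition defined by wells lacking enzyme.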
HP1b binding inh: HTS for Inhibitors of HP1-beta Chromodomain Interactions with Methylated Histone Tails | actives 0.56% (n = 390,000) | Potency, µM (series often up to 114 µM), for inactives: at the top dose activity change, negative = inhibition, hits mostly inhibitors | AlphaScreen HP1-beta / biotin-H3K9me3 peptide binding | AID 540317, 2011; further: potency means the concentration at half of the fitted maximal effect; nearly all actives have a fitted effect of over 70% in size; inactives centre near 23
Target sequence (P83916 whole entry, looked up): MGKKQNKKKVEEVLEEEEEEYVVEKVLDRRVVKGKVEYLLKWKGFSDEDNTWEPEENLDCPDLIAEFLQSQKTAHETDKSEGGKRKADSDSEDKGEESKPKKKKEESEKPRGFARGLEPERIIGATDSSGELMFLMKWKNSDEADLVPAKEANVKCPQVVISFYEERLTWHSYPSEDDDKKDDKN
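AlphaScreen: HP1-beta (50 nM) preformed 30 min with biotin-H3(1-18)K9me3 peptide (50 nM) in PBS pH 7.4, 0.01% Tween-20. Compound added for 30 min at RT, then streptavidin donor/nickel chelate acceptor beads (10 ug/mL) for 30 min.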
BAZ2B block: qHTS Assay for Inhibitors of BAZ2B | Bromodomain adjacent to zinc finger domain protein 2B (Homo sapiens), Q9UIF8 | AlphaScreen BAZ2B-H3K14Ac peptide displacement | Potency, µM (titrated, usually from 114 µM), for inactives: at the highest dose activity change, negative = inhibition, usual class: inhibitors | actives 4.4% (n = 360,000); further: potency means the concentration at half of the fitted maximal effect; on the % scale 0 is the no-effect control and ±100 the full control effect; nearly all actives have a fitted effect of over 60% in size
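AlphaScreen displacement of biotin-H3(5-23)K14Ac peptide (50 nM final) from BAZ2B (50 nM final) in PBS pH 7.4, 0.01% Tween-20; complex preformed 30 min RT, then compounds (top 110 uM) 30 min RT, beads 20 min dark.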
Pin1 inhibitor: qHTS Assay to Find Inhibitors of Pin1. Peptidyl-prolyl cis-trans isomerase NIMA-interacting 1 (Homo sapiens), Q13526. Pin1 FP peptide displacement, HiFluor488, 10 min. Potency, µM (titrated, usually from 115 µM), inactives show top-dose activity, negative = inhibition, usual class: inhibitors. actives 0.009% (n = 390,000); active means well fitted inhibition curve with a large enough effect in the polarisation, with a control signal flat, not every such curve was filed as active; inconclusive means small, poorly fitted or top-dose-only effect, or effect the other way, or a change in a side signal; inactive means no such curve, though single readings can be large or run the other way; the % refers to the polarisation; further: potency means the concentration at half of the fitted maximal effect; on the % scale 0 is the no-effect control and ±100 the full control effect
Target sequence (Q13526 whole entry, looked up): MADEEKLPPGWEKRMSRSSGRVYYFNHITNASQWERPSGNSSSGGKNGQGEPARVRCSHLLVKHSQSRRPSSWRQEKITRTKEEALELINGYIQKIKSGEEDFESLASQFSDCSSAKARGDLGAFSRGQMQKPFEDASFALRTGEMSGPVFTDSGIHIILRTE
GLS inhibitor: qHTS for Inhibitors of Glutaminase (GLS); Glutaminase kidney isoform, mitochondrial (Homo sapiens), O94925; GLS enzymatic activity, qHTS titration; Potency, µM (doses to about 45.5 µM), for the others: at the highest dose activity change, negative = inhibition, hits mostly inhibitors; actives 0.21% (n = 410,000); AID 624170, 2012; further: potency means the concentration at half of the fitted maximal effect; on the % scale 0 is the no-effect control and ±100 the full control effect
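Two-point fluorescence kinetic (t0, 30 min RT) for hKGA; glutamate detected via glutamate oxidase–HRP–Amplex Red. Substrate: 1 mM L-glutamine solution; buffer 45 mM KH2PO4, pH 8.2.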
Tb PGK inh: qHTS Assay to Find Inhibitors of Phosphoglycerate Kinase; Phosphoglycerate kinase, glycosomal (Trypanosoma brucei brucei), P07378; PGK/GAPDH coupled, Kinase-Glo luminescence, 60 min; Potency, µM (titrated, usually from 57.5 µM), inactives show top-dose activity change, negative = inhibition, usual class: inhibitors; actives 0.043% (n = 380,000); further: potency means the concentration at half of the fitted maximal effect; on the % scale 0 is the no-effect control and ±100 the full control effect; nearly all actives have a fitted effect of over 60% in size
Target sequence (P07378 whole entry, looked up): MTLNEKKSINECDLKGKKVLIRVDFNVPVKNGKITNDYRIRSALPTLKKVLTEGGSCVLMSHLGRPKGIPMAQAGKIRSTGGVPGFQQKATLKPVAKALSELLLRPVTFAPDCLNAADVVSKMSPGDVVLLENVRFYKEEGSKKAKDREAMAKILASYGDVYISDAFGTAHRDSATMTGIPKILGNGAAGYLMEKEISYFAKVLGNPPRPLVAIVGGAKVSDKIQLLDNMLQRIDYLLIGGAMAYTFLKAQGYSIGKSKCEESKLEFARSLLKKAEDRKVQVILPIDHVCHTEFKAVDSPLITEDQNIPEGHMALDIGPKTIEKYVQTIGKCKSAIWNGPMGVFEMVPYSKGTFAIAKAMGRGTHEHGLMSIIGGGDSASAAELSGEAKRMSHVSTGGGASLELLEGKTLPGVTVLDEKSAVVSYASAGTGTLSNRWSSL
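Luminescent ATP detection (Kinase-Glo Plus) follows a 60-minute room-temperature incubation, with wells lacking PGK as controls. Buffer: 100 mM TEA (pH 7.6), 5 mM MgCl2, 0.01% Tween-20. Coupling enzyme GAPDH (100 nM final) supplies unstable 1,3-BPG in-well.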
JMJD2A Tudor inh: qHTS Assay for Inhibitors of JMJD2A-Tudor Domain; Potency, µM (doses to about 114 µM), inactives show top-dose activity change, negative = inhibition, hits mostly inhibitors; AlphaScreen JMJD2A-Tudor / H3K4me3 peptide binding; actives 4.4% (n = 390,000); Lysine-specific demethylase 4A (Homo sapiens), O75164; further: potency means the concentration at half of the fitted maximal effect; on the % scale 0 is the no-effect control and ±100 the full control effect; nearly all actives have a fitted effect of over 50% in size
An asterisk follows results filed as active; i = inactive; ? = inconclusive; nt = no result given; & = joins results of further samples; [ ] = another dose, or the depositor's remark. Unless noted, the call rests on the fitted dose curve; in most records, active means well fitted curve in the direction sought with a large enough effect; inconclusive means small, poorly fitted or top-dose-only effect, or another doubt; inactive means no such curve, though single readings can be large; an effect the other way counts as inactive or inconclusive.

entry	canonical_smiles	Pol eta inh	G9a block	PI4K2A block	HP1b binding inh	BAZ2B block	Pin1 inhibitor	GLS inhibitor	Tb PGK inh	JMJD2A Tudor inh
1	Cc1cc2c(cc1S(=O)(=O)CCC(=O)NCCc1ccccc1)OCC(=O)N2	-11%&-14%	18%	1&7	47%&17%[activator]	7%&-10%	1%&11%	-3%&-2%	-9%&-10%	-12%&-9%
2	CCCCC(=O)Nc1ccc(C(=O)NCC(=O)OC)cc1	-7%	?	2	2%	9%	-1%	3%	5%	-20%
3	Cc1ccc(O)c(NC(=O)CCCC(=O)O)c1	4%	-2%	3	14%	3%	16%	66%[activator]	-4%	-8%
4	CC1=CC(C)C2(CO)COC(c3ccc(O)cc3)C1C2C (stereo not drawn)	-4%	-19%	1	-5%	-17%	-2%	16%	8%	-1%
5	Cc1ccc(S(=O)(=O)N2C[C@H]3C(=O)C[C@@H](c4ccccc4)N(S(=O)(=O)c4ccc(C)cc4)[C@H]3C[C@H]2c2ccc(Cl)cc2)cc1	2%	nt	2	nt	nt	nt	0%	-2%	nt
6	O=C(NCC(c1ccccc1)N1CCCC1)C1CCN(C(=O)Nc2ccccc2)CC1 (stereo not drawn)	-13%	-34%	2	14%	9%	-1%	9%	0%	-1%
7	CCOC(=O)c1c(C)[nH]c(C)c1S(=O)(=O)N(C)CC(=O)N1CCN(c2cccc(C)c2C)CC1	-18%	-45%[59 µM]	0	-19%	-36%	0%	-7%	i	?
8	Cc1ccc(Oc2nnc(-c3ccc(C)cc3)c3ccccc23)cc1	-19%	25%[59 µM]	-2	39%[activator]	-6%	4%	-3%	i	-3%
9	O=C(NCC1CCCO1)c1ccc(N2C(=O)C3CCCCC3C2=O)cc1 (stereo not drawn)	-5%	10%	3	22%	4%	0%	-5%	-2%	3%
10	Cc1cccc(NC(=O)c2ccc(C(=O)Nc3cccc(C)c3)nc2)c1	-14%	-4%[59 µM]	-2	15%	3%	-2%	17%	13%	-9%
11	O=C(Oc1ccc(/C=N/Nc2nc(N3CCCCC3)nc(N3CCCCC3)n2)cc1)c1ccco1	-4%	12%[12.7 µM]	-3	28%	-11%	0%	15%	0%	-11%
12	COC(=O)c1ccc(C)c(NC(=O)C2COc3ccccc3O2)c1 (stereo not drawn)	-14%	-16%[12.7 µM]	0	45%[activator]	1%	0%	9%	5%	-8%
13	O=C1CC(N(CCc2ccccc2)C(=S)Nc2cc(Cl)ccc2Cl)C(=O)N1c1c(Cl)cccc1Cl (stereo not drawn)	-20%	nt	-1	-13%	1%	14%	-6%	-5%	-1%[11.4 µM]
14	COc1ccccc1NC(=O)/C=C1\SCC(=O)N1C	-8%	-1%	-5	22%	-24%	2%	0%	-6%	-11%
15	O=c1[nH]c2ccccc2nc1C(F)(F)C(F)F	-12%	21%[59 µM]	2	6%	9%	5%	-1%	0%	-5%
16	O=C(CSc1nnc(NC(=O)c2ccc(S(=O)(=O)N3CCOCC3)cc2)s1)Nc1ccccc1C(F)(F)F	-5%	22%[59 µM]	4	16%	11%	4%	8%	3%	-3%
17	O=C(CCCn1c(=O)c2cccn2c2cccnc21)NCc1cccc(Br)c1	-2%	0%	-5	62%[activator]	-12%[57.1 µM]	49%[activator]	-1%	-4%	-5%
18	CCOC(=O)c1c(C)[nH]c(C)c1C(=O)COC(=O)c1ccc(Cl)c(S(N)(=O)=O)c1	-21%	-2%[12.7 µM]	-6	-9%	-9%	7%	7%	1%	-28%
19	CC(/C=C\c1ccccc1)=C/C(=O)O	-6%	21%	-13	28%	-10%	-4%	9%	0%	3%
20	Cc1ccccc1Nc1ncnc2[nH]ncc12	-16%	nt	3	28%	nt	-5%	-2%	i	8%
21	CCCN1CCN(CCCNC(=O)c2ccc(NC(=O)C3=C(C)OCCS3)cc2)CC1	2%	4%	-3	19%	-17%	1%	-6%	0%	-11%
22	CN(C)C(=S)N=c1ssc(=S)n1Cc1ccco1	-6%	nt	3	-21%	nt	-1%	?	-4%	-34%
23	COc1cccc(C(=O)NCC(c2ccc3c(c2)OCO3)N2CCOCC2)c1 (stereo not drawn)	0%	3%[59 µM]	-1	56%[activator][57 µM]	7%	37%[activator]	0%	-5%	1%
24	CN(C)C(=S)c1ccc(N(C)C)cc1	-13%	7.9µM*	4	?	?	1%	16%	i	-22%
25	Cc1cc(C)c2cccc(N)c2n1	0%	nt	-5	37%	-14%	-3%	13%	-1%	-10%

Shown field by field: two of the compounds above
#10 Cc1cccc(NC(=O)c2ccc(C(=O)Nc3cccc(C)c3)nc2)c1
  Pol eta inh = -14%; G9a block = -4%[59 µM]; PI4K2A block = -2; HP1b binding inh = 15%; BAZ2B block = 3%; Pin1 inhibitor = -2%; GLS inhibitor = 17%; Tb PGK inh = 13%; JMJD2A Tudor inh = -9%

#11 O=C(Oc1ccc(/C=N/Nc2nc(N3CCCCC3)nc(N3CCCCC3)n2)cc1)c1ccco1
  Pol eta inh = -4%; G9a block = 12%[12.7 µM]; PI4K2A block = -3; HP1b binding inh = 28%; BAZ2B block = -11%; Pin1 inhibitor = 0%; GLS inhibitor = 15%; Tb PGK inh = 0%; JMJD2A Tudor inh = -11%

Continued.
#26 CCCN(C(=O)CSc1nc2c(cnn2-c2ccccc2)c(=O)[nH]1)C1CCS(=O)(=O)C1 (stereo not drawn)
#27 CCOc1ccccc1C(=O)NC(C)c1ccc2c(c1)OCO2 (stereo not drawn)
#28 CC1=NN(C(=O)Cc2ccc([N+](=O)[O-])cc2)C(O)(c2ccccc2)C1 (stereo not drawn)
#29 COc1ccc(-c2nc3c4cnn(-c5ccccc5F)c4ncn3n2)cc1
#30 CCCCn1c(/C=C/c2ccco2)nc2ccccc21
#31 CC1=C(C(=O)NCc2ccc(C)cc2)C2(CCCCC2)OC1=O
#32 O=C(COC(=O)C1CCN(S(=O)(=O)c2ccc(Cl)c(C(F)(F)F)c2)CC1)NCC1CCCO1 (stereo not drawn)
#33 CCN(CC)CCNC(=O)c1cn(-c2ccccc2)nc1-c1cccs1
Screen / compound no.	26	27	28	29	30	31	32	33
Pol eta inh	-15%	-7%	-5%	nt	?	-11%	-17%	-20%
G9a block	21%	?	13%	-5%[59 µM]	8.9µM*	4%[59 µM]	nt	0%
PI4K2A block	0	2	-6	0	-4	8	0	0
HP1b binding inh	13%	36%	56%[activator]	28%	27%	-1%	nt	40%[activator]
BAZ2B block	1%	11%	8%	-3%	-22%	10%	nt	?
Pin1 inhibitor	-5%	-2%	3%	-1%	?	-1%	nt	?
GLS inhibitor	-23%	-2%	-7%	3%	-14%	-9%	-1%	8%
Tb PGK inh	i	-6%	2%	nt	i	-10%	-1%	-3%
JMJD2A Tudor inh	?	2%	-22%	-8%	-21%	-27%	nt	-3%[57.1 µM]

Arranged by number of heavy atoms (ascending): part of the list above.
#30 CCCCn1c(/C=C/c2ccco2)nc2ccccc21
#28 CC1=NN(C(=O)Cc2ccc([N+](=O)[O-])cc2)C(O)(c2ccccc2)C1 (stereo not drawn)
#33 CCN(CC)CCNC(=O)c1cn(-c2ccccc2)nc1-c1cccs1
Screen / compound no.	30	28	33
Pol eta inh	?	-5%	-20%
G9a block	8.9µM*	13%	0%
PI4K2A block	-4	-6	0
HP1b binding inh	27%	56%[activator]	40%[activator]
BAZ2B block	-22%	8%	?
Pin1 inhibitor	?	3%	?
GLS inhibitor	-14%	-7%	8%
Tb PGK inh	i	2%	-3%
JMJD2A Tudor inh	-21%	-22%	-3%[57.1 µM]

(listing goes on)
#34 COc1cccc(N2CCN(c3nc(C)c(C)c(=O)[nH]3)CC2)c1
#35 CC(=O)Nc1ccc(N2C(=O)CSC2c2cccc(Br)c2)cc1 (stereo not drawn)
#36 COc1cc(/C=C2\SC(=S)N(N(C)c3ccccc3)C2=O)ccc1O
#37 Cc1ccc(NCc2ccccc2F)cc1
#38 FC(F)(F)c1cccc(Cc2noc(CN3CCSCC3)n2)c1
#39 COc1ccccc1CNC(=O)C(C)c1ccc([N+](=O)[O-])cc1 (stereo not drawn)
#40 CCC(=O)N1CCc2cc(Br)cc(S(=O)(=O)CCC(=O)Nc3cccc(C)c3C)c21
Screen / compound no.	34	35	36	37	38	39	40
Pol eta inh	-9%	-4%	-11%	-17%	-15%	-1%	?
G9a block	-13%	?	?	?	nt	-1%	-2%[59 µM]
PI4K2A block	-23	4	7	-3	2	-1	-9
HP1b binding inh	26%	39%	-6%	21%	54%[activator]	30%	24%
BAZ2B block	?	-4%	?	-35%	13%	-21%	9%
Pin1 inhibitor	-4%	-5%	45%[activator]	7%	5%	5%	-2%
GLS inhibitor	7%	0%	0%	3%	-4%	-1%	0%
Tb PGK inh	2%	i	-6%	4%	-3%	-5%	-7%
JMJD2A Tudor inh	-31%	-19%	?	0%	10%	-14%	-15%

Some of the compounds tested; rates above refer to the full screens.
